# EPAC1 agonist – activates human EPAC1 exchange factor; O95398; EPAC1 agonist qHTS, biochemical assay; response scale: 100% = response to 6.5 mM cAMP; Potency, µM (top dose mostly 154 µM), inactives show at the highest dose activation, hits mostly activators; hit rate 0.073% among 360,000; also: potency is read from the fitted curve at half-maximal effect; nearly all actives have a fitted effect of over 60% in size
#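 Normalized to 6.5 mM cAMP, activity reflects EPAC1-catalysed release of BODIPY-GDP from Rap1B, followed kinetically over 30 min at 480 nm excitation, 540 nm emission. Reaction contained 100 nM EPAC1, 250 nM Rap1B-BODIPY-GDP, 50 uM GDP.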
# PI5P4K alpha inh – blocks human PI5P4K alpha kinase activity; P48426; PI5P4Kalpha enzyme, ADP-Glo luminescence, 60 min; hits give low values; max response, %; hit rate 1.2% among 330,000; AID 652105; active = max response of -50% or lower; inconclusive = between -30% and -50%; inactive = -30% or higher; also: value at the top dose of about 77 µM; % is scaled to controls: 0 for no effect and ±100 for the full control effect
# Target sequence (P48426 whole entry, looked up): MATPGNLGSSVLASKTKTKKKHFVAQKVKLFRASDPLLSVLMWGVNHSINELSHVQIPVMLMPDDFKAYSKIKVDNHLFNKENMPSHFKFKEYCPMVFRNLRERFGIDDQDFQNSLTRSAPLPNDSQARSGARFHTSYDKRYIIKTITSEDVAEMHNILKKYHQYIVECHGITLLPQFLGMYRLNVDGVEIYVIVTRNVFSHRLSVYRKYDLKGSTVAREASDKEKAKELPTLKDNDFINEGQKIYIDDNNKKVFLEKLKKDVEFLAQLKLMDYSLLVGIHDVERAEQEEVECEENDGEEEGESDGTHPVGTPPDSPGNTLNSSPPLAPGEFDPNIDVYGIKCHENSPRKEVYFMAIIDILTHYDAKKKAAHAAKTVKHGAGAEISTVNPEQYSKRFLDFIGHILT
#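 ADP-Glo luminescence end-point read after a 60 min room-temperature kinase reaction of PI5P4Kalpha plus substrate, initiated with ATP at 5 microM final. Buffer: 0.038 M HEPES pH 7.4, EGTA, 0.1% CHAPS, 5% DMSO.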
# EPAC1 antagonist – antagonists of human EPAC1; EPAC1 GEF assay, Rap1b-BODIPY-GDP exchange fluorescence; O95398; hit rate 0.14% among 360,000; Potency, µM (top dose mostly 115 µM), inactives show at the top dose activity change, negative = inhibition, usual class: inhibitors;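 also: potency is read from the fitted curve at half-maximal effect; plate controls were vehicle for no effect and positive control for full effect; nearly all actives have a fitted effect of over 50% in size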
# WRN helicase inh – WRN helicase (human) inhibition. Q14191. hit rate 0.46% among 360,000. Potency, µM (series often up to 114 µM), without a hit: at the highest dose activity change, negative = inhibition, most hits filed as inhibitors. AID 651768. WRN helicase unwinding, fluorescent forked duplex, kinetic; also: potency is read from the fitted curve at half-maximal effect; % is scaled to controls: 0 for no effect and ±100 for the full control effect; nearly all actives have a fitted effect of over 55% in size
#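 WRN at 20 nM final was preincubated with compound for 15 min at room temperature; reaction started with 100 nM forked duplex oligonucleotide carrying fluorophore and quencher plus 2 mM ATP (final). Unwinding followed kinetically by red fluorescence (ex 525/em 598 nm).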
# IL2 activator – activators of IL-2. AID 652025. IL-2 activation reporter assay, cell-based qHTS; stimulated with anti-CD3/CD4/CD28 beads; in transgenic mouse T cells. hit rate 0.065% among 360,000. activation, % (series mostly up to about 46 µM); in the data active = activation above about 50%; inconclusive = mostly about 30% to 49%; also: 0% is about no effect
#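 Unstimulated transgenic mouse T cells, 750 per well, received compound and, after 60 minutes, anti-CD3/anti-CD4 bead plus anti-CD28 stimulation. EGFP and DsRed were quantified after 18 hours.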
# CCT modulator – changes cytosolic chaperonin activity; purified chaperonin ATPase assay, HTRF ADP detection, 30 min; activity change, % (concentration not given with the values), hits read low; hit rate 0.3% among 360,000; in the data active = activity change below about -30%; also: % is scaled to controls: 0 for no effect and ±100 for the full control effect
#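 Enzyme 40 or 20 nM (batch-dependent) in Tris pH 7.4/KCl/MgCl2/DTT; cpd 76 uM single point; ATP 10 uM; 30 min 37 °C; Transcreener ADP HTRF detection, 30 min RT; ratio 665/615.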
# PLK1 PBD block – inhibitors of human PLK1 polo-box domain binding. P53350. Plk1 PBD binding of FITC phosphopeptide, fluorescence polarization. Potency, µM, without a hit: max response, negative = inhibition, usual class: inhibitors. hit rate 2.8% among 360,000. AID 720504; also: potency is read from the fitted curve at half-maximal effect; series mostly up to about 57 µM; % is scaled to controls: 0 for no effect and ±100 for the full control effect; nearly all actives have a fitted effect of over 65% in size
# Target sequence (P53350 whole entry, looked up, the tested form may be a part): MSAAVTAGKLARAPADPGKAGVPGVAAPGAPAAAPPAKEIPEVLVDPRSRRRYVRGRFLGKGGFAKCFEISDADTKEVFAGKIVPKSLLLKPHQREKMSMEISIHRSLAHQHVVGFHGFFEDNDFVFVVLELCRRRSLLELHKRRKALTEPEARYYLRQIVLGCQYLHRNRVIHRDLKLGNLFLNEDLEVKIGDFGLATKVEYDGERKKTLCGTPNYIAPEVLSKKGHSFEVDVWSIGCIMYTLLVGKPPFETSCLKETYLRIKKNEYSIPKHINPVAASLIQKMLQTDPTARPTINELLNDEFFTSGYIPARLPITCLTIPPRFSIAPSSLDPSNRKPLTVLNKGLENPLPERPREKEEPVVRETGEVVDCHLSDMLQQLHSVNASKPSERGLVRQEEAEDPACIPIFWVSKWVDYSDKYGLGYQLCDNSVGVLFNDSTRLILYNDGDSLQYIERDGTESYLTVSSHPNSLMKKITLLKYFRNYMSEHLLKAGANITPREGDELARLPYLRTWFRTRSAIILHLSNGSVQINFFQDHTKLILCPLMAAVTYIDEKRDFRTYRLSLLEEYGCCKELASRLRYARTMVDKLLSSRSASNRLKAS
# EPAC2 ag – activates human EPAC2 exchange factor | Potency, µM (highest dose often 154 µM), for inactives: top-dose activation, actives largely listed as activators | AID 720711 | EPAC2 activation, biochemical qHTS; response scale: 100% = 6.5 mM cAMP response | hit rate 0.079% among 360,000; also: potency is read from the fitted curve at half-maximal effect; nearly all actives have a fitted effect of over 50% in size
#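 Setup: EPAC2 100 nM, labeled Rap1B complex 250 nM, free GDP 50 uM. Compound titrations pinned in, brief spin, 5 min room temperature incubation. Kinetic fluorescence read over 30 min, normalized to 6.5 mM cAMP.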
# Active calls of the source: *; ? = inconclusive; nt = no result given; & = joins results of further samples; [ ] = another dose, or the depositor's remark. Unless noted, calls follow the shape of the dose curve; as a rule, active = well fitted curve in the direction sought with a large enough effect; inconclusive = small, poorly fitted or top-dose-only effect, or another doubt; inactive = no such curve, though single readings can be large; an effect the other way counts as inactive or inconclusive. The list is partial. The share of hits here may be higher or lower than overall.
SMILES,EPAC1 agonist,PI5P4K alpha inh,EPAC1 antagonist,WRN helicase inh,IL2 activator,CCT modulator,PLK1 PBD block,EPAC2 ag
CC(C)(C)c1nc2ccccc2c2nnc(SCC(=O)Nc3nccs3)n12,3%,nt,3%,-4%,-1.7,-4.4,1%,7%
CC1CCc2c(sc3ncnc(NCCCOC(C)C)c23)C1 (configuration not stated),3%,-2,-14%,-5%,-2.9,-4.8,-13%,7%
O=C(COc1cc(Cl)c(Cl)cc1Cl)NC(=O)Nc1ccc2c(c1)OCCO2,4%,0,2%,0%,-1.7,-0.9,-7%,10%
O=C1C=C(c2ccc(O)cc2)C[C@@H](c2ccc3c(c2)OCO3)C1,3%,-7,-15%,-3%,-0.5,0.6,-6%,7%
Cc1cc(=O)c2cccc(Br)c2[nH]1,-1%,2,-5%,-5%,0.0,-1.3,-10%,7%
CC(=O)c1cccc(NC(=O)CCc2nnc3ccc(NCc4ccco4)nn23)c1,-10%,-19,-6%,-15%[11.6 µM],0.6,0.8,-4%,-2%
Brc1ccc(-c2ccc(/C=N/Nc3nncc(-c4ccccc4)n3)o2)cc1,-8%,-12,8%,-17%[57.1 µM],-2.0,1.1,-5%,1%
C=CCOC(=O)C1=C(C)OC(N)=C(C#N)C1c1ccc2c(c1)OCO2 (configuration not stated),0%,-7,0%,-13%,-0.3,-2.3,-7%,-6%
Cc1ccc(-c2nc(C=Nc3ccc(O)cc3)c(O)o2)cc1,1%,4,-27%,-16%,77*,1.3,?,2%
COc1cc(C(=O)NCCC(C)C)ccc1OCc1ccc(Cl)cc1Cl,-11%,13,-7%,2%,-0.8,2.0,3%,-3%
CC(C)c1[nH]nc2c1C(c1ccc(OC(=O)c3ccco3)cc1)C(C#N)=C(N)O2 (configuration not stated),11%,nt,-2%,-6%,-3.4,-28,-14%,13%
Cc1cc(NC(=O)CCC(=O)N(c2ccccc2)C(C(=O)NCC2CCCO2)c2cccnc2)no1 (configuration not stated),3%,0,15%,1%,6.2,2.1,-2%,-7%
COc1cccc(S(=O)(=O)N(C)C[C@H]2Oc3ncc(Br)cc3C(=O)N([C@@H](C)CO)C[C@@H]2C)c1,-4%,-2,14%,-3%,-2.3,0.3,-10%,1%
CC(=O)c1cc(CN2CCN(Cc3ccccc3)C(CCO)C2)cs1 (configuration not stated),-4%,-1,-8%,-6%,0.7,-1.0,-4%,-3%
CC(C)CC1NC(=O)N(CC(=O)NC2CCCc3ccccc32)C1=O (configuration not stated),6%,-6,-15%,-2%,-2.3,-4.2,-11%,8%
c1ccc(COc2ccc(-c3cc4nc(NCCOc5ccccc5)ccn4n3)cc2)cc1,6%,0,-4%,-10%,-0.6,-3.6,-5%,15%
Cc1cc(C)c(CN2CCC(N3CCC(C(=O)NCC4CCCO4)CC3)CC2)cc1C (configuration not stated),5%,-2,2%,7%,-1.5,-1.7,30µM*,-4%
OCc1ccccc1CN1CCCCCC1,8%,6,16%,0%,-3.3,0.0,-7%,-1%
CCn1c2ccccc2c2cc(NC(=O)COC(=O)c3ccc(NC(=O)CC#N)cc3)ccc21,10%,?,-22%,?,-2.7,1.4,-15%,8%
O=C1CCCN1c1ccc(C(=O)N(Cc2nnc(-c3ccc(Cl)cc3)o2)C2CC2)cc1,10%,-2,-1%,-10%,0.6,1.1,1%,1%
O=C(COc1ccc(F)cc1)N1CCC(Cc2ccccc2)CC1,9%,1,14%,5%,-1.1,-0.4,2%,16%
COc1cc2c(cc1OC)[C@@H](NC(=O)C(C)C)[C@H](OCc1ccccc1)C2,-9%,0,4%,1%,0.4,-1.8,-3%,1%
O=C(c1ccncc1)N1CCc2ccccc2C1,7%,-13,-24%,2%,-1.7,0.3,-2%,4%
Cc1ccc(S(=O)(=O)NC(=O)Nc2ncc3c(n2)CC(c2ccco2)CC3=O)cc1 (configuration not stated),-11%,-4,-6%,-1%,-1.3,1.0,-13%,8%
COc1cc(C(=O)NNC(=O)c2ccccc2OCc2c(C)noc2C)cc(OC)c1OC,-2%,10,4%,-7%,0.1,1.1,-7%,-3%
Cc1cccc(-n2nc3c(c2NC(=O)c2ccc(S(=O)(=O)N4CCOCC4)cc2)CSC3)c1C,-7%,-2,13%,2%,0.1,-0.8,2%,-5%
Cc1ccc(C)c(-c2ccc(=O)n(Cc3c(F)cccc3Cl)n2)c1,7%,5,-18%,-7%,-2.8,-2.4,-10%,17%
O=c1cc(-c2ccccc2)oc2ccc(Cl)cc12,2%,18,-7%,-4%,-0.9,-0.6,0%,-6%
COC(=O)c1nn(-c2ccccc2)c(Sc2ccc(OC)cc2)c1/C=N/O,1%,-3,-10%,-1%,-0.6,-0.2,-10%,-13%
CCN(CC(=O)NCCC1=CCCCC1)S(=O)(=O)c1ccccc1,2%,1,-17%,-7%,-1.2,-2.2,?,9%
Brc1cccc(-c2nnc3n2CCC3)c1,2%,nt,4%,-6%[57.1 µM],-3.5,-3.8,-8%,13%
COc1ccc2c(C(=O)CN3CCC(C)CC3)c[nH]c2c1,8%,5,4%,-17%,0.4,0.9,1%,10%
CCN1C(=O)N[C@@H](c2ccc(Br)cc2)C(C(=O)OC)=C1C,-23%,-7,-5%,9%,1.8,0.0,-2%,7%
COc1ccc2nc(C)cc(SCC(=O)N/N=C/c3ccccc3)c2c1,-6%,-3,-12%,-35%,0.1,-2.3,-8%,-4%
O=C1C(Cl)=C(NCCCO)C(=O)c2ccccc21,3%,-4,-21%,-11%,-0.7,-0.5,-9%,-4%
CCOC(=O)C1(CCc2ccccc2)CCN(C(=O)C2CCOCC2)CC1,-2%,-4,1%,15%,-5.0,-0.4,?,11%
NS(=O)(=O)c1ccc(CCNS(=O)(=O)c2cccc(C(=O)O)c2)cc1,8%,5,6%,0%,-1.4,0.6,-15%,5%
COc1ccc(C(=O)NN/C(=N/S(=O)(=O)c2ccc(C)cc2)c2ccccc2)cc1,-4%,0,8%,-7%,3.0,0.3,2%,-2%
Cc1cccc(Sc2ccc([N+](=O)[O-])cc2[N+](=O)[O-])n1,8%,2,-3%,2%,-1.5,-1.6,-16%,4%
Cc1ccc(NS(=O)(=O)c2ccc(C3CCCCC3)cc2)cc1,6%,11,-15%,-14%,-0.8,1.8,-1%,1%
O=S(=O)(c1cccs1)n1cccn1,5%,-4,-1%,3%,0.2,-2.9,-27%,2%
CC(CC(=O)Nc1cc(C(F)(F)F)ccc1Cl)c1ccccc1 (configuration not stated),-7%,1,-9%,4%[57.1 µM],-2.0,-0.6,-2%,11%
Cc1ccccc1S(=O)(=O)/N=C(/Nc1c(C)n(C)n(-c2ccccc2)c1=O)c1ccccc1,2%,5,5%,-6%,2.2,-4.6,-4%,7%
Cn1c(N)c(C(=O)COC(=O)c2ccc3c(c2)OCCO3)c(=O)n(C)c1=O,4%,0,3%,0%,3.2,0.6,-6%,1%
COc1cccc(C2=NOC(C(=O)Nc3ccccc3SC)C2)c1 (configuration not stated),12%,1,-7%,3%,-3.0,0.1,30µM*,18%
CCC(C)Sc1ccc(-c2nc3cnccn3c2NC2CCCCC2)cc1 (configuration not stated),5%&-3%,-13&3,-10%&8%,-10%&-5%,-0.8&-0.9,-0.3&0.1,0%&3%,-8%&9%
O=C1NC(=Nc2ccccc2)SC1Cc1cccc(Cl)c1Cl (configuration not stated),4%,-2,10%,-22%,-0.6,-3.3,-12%,-1%
CCC(=O)N1CCc2cc(S(=O)(=O)CCC(=O)NCc3ccccc3OC)ccc21,-11%,-3,-11%,2%,0.6,-57*,-1%,9%
CCOC(=O)c1[nH]c(C)c(C(=O)NCCC2=CCCCC2)c1C,4%,0,5%,3%,0.1,0.4,-7%,7%
COc1cccc(OCCNC(=O)c2cc(OC)c(OC)c(OC)c2)c1,3%,-3,-25%,9%,-0.6,0.6,-14%,1%

# 5 entries from above, tab-delimited:
structure	EPAC1 agonist	PI5P4K alpha inh	EPAC1 antagonist	WRN helicase inh	IL2 activator	CCT modulator	PLK1 PBD block	EPAC2 ag
Cn1c(N)c(C(=O)COC(=O)c2ccc3c(c2)OCCO3)c(=O)n(C)c1=O	4%	0	3%	0%	3.2	0.6	-6%	1%
COc1cccc(C2=NOC(C(=O)Nc3ccccc3SC)C2)c1 (configuration not stated)	12%	1	-7%	3%	-3.0	0.1	30µM*	18%
CCC(C)Sc1ccc(-c2nc3cnccn3c2NC2CCCCC2)cc1 (configuration not stated)	5%&-3%	-13&3	-10%&8%	-10%&-5%	-0.8&-0.9	-0.3&0.1	0%&3%	-8%&9%
O=C1NC(=Nc2ccccc2)SC1Cc1cccc(Cl)c1Cl (configuration not stated)	4%	-2	10%	-22%	-0.6	-3.3	-12%	-1%
CCC(=O)N1CCc2cc(S(=O)(=O)CCC(=O)NCc3ccccc3OC)ccc21	-11%	-3	-11%	2%	0.6	-57*	-1%	9%

# (cont.)
SMILES,EPAC1 agonist,PI5P4K alpha inh,EPAC1 antagonist,WRN helicase inh,IL2 activator,CCT modulator,PLK1 PBD block,EPAC2 ag
COc1ccc(C)cc1-n1cnnn1,7%,0,-8%,0%,0.4,-0.7,5%,5%
COc1ccc2cc(C(=O)NCCc3ccccc3)[nH]c2c1,8%,0,-2%,-3%,-1.8,-2.0,2%,4%
Cn1c(=O)c(C(=O)NC2CCCCCC2)c(O)c2ccccc21,13%,-1,3%,-8%,0.4,-0.2,-4%,1%
NC(=O)c1c(NC(=O)C(=O)N2CCOCC2)sc2c1CCCC2,-14%,-7,7%,1%,-1.2,-0.6,-25%,-1%
Nc1nc(N=Nc2ccc(O)cc2)cc(=O)[nH]1,-15%,-52*,?,-15%,0.1,-1.7,-26%,-7%
CSc1nc2[nH]c3c(c2c2ncnn12)CCCC3,14%,-12,-8%,-13%,0.0,1.4,-12%,12%
CCOP(=O)(OCC)/C(C#N)=C/c1ccc([N+](=O)[O-])cc1,11%,2,3%,2%,1.7,-1.3,-17%,10%
O=C(c1cc(-c2ccccc2)nc2ccccc12)N1CCCc2ccccc21,14%,14,20%,-11%[57.1 µM],0.1,-3.7,1%,2%
CC1(CC(=O)N/N=C/c2cc3c(cc2Br)OCO3)OCCO1,-3%,0,-6%,-8%,-0.1,-0.7,?,5%
COc1ccc(-c2ccc(-c3noc(-c4ccccc4)n3)c(OC)n2)cc1,-2%,nt,12%,4%,-2.2,-0.6,5%,13%
OC1CCC(NC(=S)Nc2ccc(SC(F)F)cc2)CC1 (configuration not stated),0%,-1,22%,-3%,-2.5,-1.6,-20%,5%
COCCCNc1nc2ccccc2nc1NS(=O)(=O)c1ccc(C)c(C)c1,4%,0,?,-2%,5.6,-0.1,-2%,1%
Cc1ccnc(Nc2nc3ccccc3o2)n1,7%,-17,3%,0%,-3.1,-1.3,0%,-1%
